H1N1 NS1A inhibition – H1N1 influenza NS1A inhibitors, functional cell based assay (AID 504329) | hit rate 0.3% among 340,000 | one-dose inhibition, % at 12.5 µM; IC50 in µM for titrated hits | NS1A functional cell-based assay, percent inhibition; higher % means a stronger effect; in the data active = a potency from the dose series; inconclusive = inhibition above about 27% without an active follow-up result; also: strong numbers were not always called active
M. tuberculosis HTS – M. tuberculosis growth inhibition, HTS (AID 449762) | M. tuberculosis H37Rv growth inhibition, 7H9 media; higher % means a stronger effect | inhibition, % at 25 µM, or IC50 in µM where a hit was titrated | hit rate 0.59% among 330,000; in the data active = a potency from the dose series; inconclusive = inhibition above about 70% without an active follow-up result;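 also: bacterial growth assessed after seven days of incubation; strong numbers were not always called active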
VEEV TC-83 Vero – inhibitors of VEEV TC-83 cytopathic effect, confirmation, Vero cells (AID 588727). hit rate 0.13% among 350,000. Vero cells, VEEV TC-83 cytopathic effect inhibition; higher % means a stronger effect. inhibition, % at 20 µM, or IC50 in µM where a hit was titrated; in the data active = a potency from the dose series; inconclusive = inhibition mostly from about 14% at the one dose, without a potency; inactive = the rest, 99 in 100 with inhibition below about 12%; also: strong numbers were not always called active
M. tuberculosis – growth inhibition of non-replicating M. tuberculosis (AID 488890). Mycobacterium tuberculosis non-replicating, growth inhibition; higher % means a stronger effect. inhibition, % at 25 µM, or IC50 in µM where a hit was titrated. hit rate 0.39% among 320,000; in the data active = a potency from the dose series; inconclusive = inhibition mostly from about 82% at the one dose, without a potency; inactive = the rest, 99 in 100 with inhibition below about 76%;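 also: plate controls were DMSO cells for no effect and high antibiotic wells for full effect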
Salmonella PhoP GFP – PhoP regulon inhibitors, Salmonella typhi PhoP promoter GFP reporter, confirmatory (AID 1850); Salmonella Typhi PhoP-promoter GFP reporter, fluorescence, 4 h; higher % means a stronger effect; one-dose inhibition, % at 50 µM; IC50 in µM for titrated hits; hit rate 0.33% among 310,000; in the data active = a potency from the dose series; inconclusive = inhibition mostly from about 25% at the one dose, without a potency; inactive = the rest, 99 in 100 with inhibition below about 19%;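 also: 0% = induced wells with vehicle and 100% = uninduced wells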
VEEV TC-83 Vero 10K pilot screen – second read-out of VEEV TC-83 Vero, no call of its own (marks repeat the call); inhibition, %; measured here: 10K pilot screen inhibition
Active calls of the source: *; i = inactive; ? = inconclusive; nt = not tested or not shown.

SMILES | H1N1 NS1A inhibition | M. tuberculosis HTS | VEEV TC-83 Vero | M. tuberculosis | Salmonella PhoP GFP | others
CCc1cc(C)cc(OCCOc2ccccc2/C=N/NC(C)=O)c1 | -2% | 5% | 1.6% | 24% | -4%
Cc1nnc(SCc2ccc3c(c2)OCO3)s1 | 4% | 0% | i | 21% | 2% | VEEV TC-83 Vero 10K pilot screen=0.4
O=C(COc1ccc2c3c(c(=O)oc2c1)CCC3)NCc1ccncc1 | -20% | 2% | 0.7% | 6% | 15%
CN(C)S(=O)(=O)NC(c1ccccc1)c1ccccc1 | -12% | 1% | 2.6% | 3% | -1%
O=C(CSCc1ccc(Cl)cc1)Nc1ccc(S(=O)(=O)N2CCOCC2)cc1 | 4% | 6% | 1.2% | 41% | -7%
COc1ccc(CC(=O)Nc2ccc3c(c2)CCC3)cc1 | -8% | 6% | 1.1% | 44% | -12%
O=C(Nc1ccc(S(=O)(=O)N2CCCC2)cc1)C1CCCN1C(=O)c1cccs1 (stereo not given) | -11% | -5% | 1.6% | 1% | 6%
Cc1noc(C)c1COC(=O)c1cc2ccccc2cc1O | -2% | -12% | 0.4% | 14% | -13%
O=C(O)c1ccc(CN2C(=O)c3ccc(Oc4ccc([N+](=O)[O-])cc4)cc3C2=O)cc1 | -1% | -2% | 0.4% | 27% | -1%
COc1cc2c(cc1O)CCN(C(=O)c1ccco1)C2C (stereo not given) | 2% | 4% | i | 7% | -4%
COc1cc(C(=O)NCC(c2ccco2)N2CCOCC2)cc(OC)c1OC (stereo not given) | -1% | -1% | 1.0% | 5% | -1%
CC(=O)Nc1ccc2c(c1)nc1n2CCN(C2CCCCC2)C1 | -3% | nt | 2.0% | nt | nt
COC(=O)C1=C(c2cccc(OC)c2OC)C[C@@H]2CC[C@H]1N2C(=O)NCc1ccc(C(F)(F)F)cc1 | -3% | 3% | 0.4% | 23% | 0%
O=C1c2ccccc2C(=O)C12OC2c1ccc(Cl)cc1Cl (stereo not given) | -1% | 8% | 3.8% | 78% | -1%
CCCn1cc([C@@H]2C[C@H]3CN(Cc4cccc(Cl)c4)C(=O)[C@]34CCCN24)c(C)n1 | -1% | 1% | i | 5% | 8%
COc1ccc(N2CCN(C(=O)c3ccc4[nH]c(C)c(C)c4c3)CC2)cc1 | 13% | ? | 4.2% | -6% | -6%
CC[C@@H](NC(=O)Cn1cc(C)c(=O)[nH]c1=O)c1ccccc1 | 18% | nt | 0.7% | nt | nt
CCCCN(C(=O)CC1CCCC1)c1c(N)n(CCC)c(=O)[nH]c1=O | -3% | 0% | i | 23% | nt
COc1ccccc1NC(=O)C(C)OC(=O)CSCC(=O)Nc1ccc(C)cc1C (stereo not given) | -7% | -9% | 2.9% | -7% | nt
CCCCCC(=O)NN=C1CCN(Cc2ccccc2)CC1 | -2% | -5% | 0.1% | -17% | -8%
COc1cc(OC)c(OC)cc1CNc1cc(C)ccc1OC | 11% | -4% | i | -1% | -12%
Cc1noc(C)c1C(=O)OCC(=O)/C=C1/N(C)c2ccccc2C1(C)C | -19% | nt | 4.0% | nt | nt
O=C(CSc1nnc(-c2cccs2)o1)c1cccs1 | -2% | -10% | 1.3% | ? | -2%
Cn1cc(S(=O)(=O)N2CCc3ccccc32)cc1C(=O)NC1CCCCC1 | 6% | -6% | 0.4% | -35% | -4%
C[C@]1(O)CC(=O)C=C[C@H]1Nc1ccccc1 | -8% | nt | i | nt | nt
COc1ccc(OC)c(NC(=O)CSc2nc(N3CCOCC3)nc(N3CCOCC3)n2)c1 | -4% | -13% | 7.9% | 7% | 2%
Cc1cc(NC(=O)c2ccccc2)ncc1NC(=O)c1cccs1 | -6% | 7% | 1.4% | 9% | -7%
CC1(C)CC(C(N)=S)CCO1 (stereo not given) | -15% | -8% | 2.0% | -7% | 5%
O=C(O)CSc1nnc(-c2ccccc2Br)n1-c1cccc(C(F)(F)F)c1 | -12% | 7% | 0.4% | 6% | -4%
Cc1cccc2cc(CN(CC3CCCO3)C(=O)c3cccs3)c(=O)[nH]c12 (stereo not given) | 15% | 7% | 2.0% | 8% | 2%
COc1ccc(C(=S)N2CCNCC2)cc1 | 1% | 4% | 1.0% | 0% | 4% | VEEV TC-83 Vero 10K pilot screen=0.2
Cc1cc(S(=O)(=O)NC(C)C)ccc1OCC(=O)NCc1ccccc1 | 1% | 0% | 1.0% | -11% | 1%
COc1ccc(C(=O)NCc2cc(C(C)C)no2)cc1OC1CCN(C(C)C)CC1 | 0% | -4% | i | 9% | 3%
C(=N\N(c1ccccc1)c1ccccc1)/c1ccc(N2CCOCC2)s1 | -3% | ? | 1.2% | 71% | -4%
CC1(C)C(=O)Nc2ccccc2N1C(=O)Cn1ncc(Cl)c(Cl)c1=O | 12% | -14% | 0.3% | 69% | 1%
CSc1n[nH]c(NC(C)=O)n1 | 8% | 0% | 0.0% | 0% | -24%
O=[N+]([O-])c1cc(S(=O)(=O)NCCN2CCOCC2)ccc1Sc1nnnn1-c1ccccc1 | 0% | 6% | 10% | 18% | -1%
O=C(O)c1ccc2c(c1)C(=O)N(Cc1ccccc1)C2=O | -7% | -29% | i | 0% | 2%
COc1ccccc1OCCNC(=O)c1cccc(S(=O)(=O)NCc2ccccc2)c1 | 0% | -10% | 8.0% | 14% | nt
CCCN1CCN(C(=O)Nc2ccc(C(=O)OCC)cc2)CC1 | 0% | -2% | 2.1% | 9% | -12%
Cc1nnc(NC(=O)CSc2ccc3nnc(-c4cccnc4)n3n2)s1 | nt | -1% | nt | 6% | -13%
O=C(CSc1ccccc1)N1CCN(S(=O)(=O)c2cccs2)CC1 | 4% | -6% | 9.8% | 1% | -1%
Cc1nc2cc(NC(=O)N3c4ccccc4CC3C)ccc2o1 (stereo not given) | 7% | 6% | 1.7% | 28% | 8%
Cc1ccc(OCc2cc(C(=O)NCC3COCCO3)no2)cc1C (stereo not given) | -5% | -6% | 4.1% | 13% | -14%
COc1cccc(NC(=O)COC(=O)c2cccnc2)c1 | 0% | -8% | 3.7% | 2% | 12%
COC(=O)N[C@H](CC(C)=O)c1ccccc1 | nt | 4% | nt | 0% | 5%
COc1ccc2nc3cc(Cl)ccc3c(Nc3ccc(O)c(CN4CCN(C)CC4)c3)c2c1 | 24% | nt | i | nt | nt
COc1cccc(OCC(=O)N(C)Cc2nc(-c3ccccc3)no2)c1 | 2% | 2% | 2.3% | 18% | 8%
COc1cc(-n2nnnc2SC)c(OC)cc1Cl | -8% | -1% | 0.9% | 12% | -12%
CC(NC(=O)Cn1nc(C(=O)O)c2ccccc2c1=O)C12CC3CC(CC(C3)C1)C2 (stereo not given) | 10% | -2% | 1.8% | 3% | 2%
Cc1nc(Nc2c(Cl)cccc2Cl)sc1C(=O)Nc1ccccc1 | 4% | 12% | 1.0% | 63% | -12%
Cc1ccc(OCCSc2ncccn2)c(C)c1 | 0% | nt | 2.6% | nt | nt
Cc1sc2nc(CN3CCOCC3)nc(N3CCOCC3)c2c1C | -29% | -1% | 1.0% | ? | -3%
O=C(CSc1nnc(-c2ccc(S(=O)(=O)N3CCCC3)cc2)o1)NCc1ccccc1 | 7% | 5% | 4.0% | 45% | -7%
CCN(CC)c1ccc(NC(=O)c2cc3ccccc3o2)c(C)c1 | 18% | -1% | 2.1% | 7% | -4%
CCc1ccc(-c2nc(SCC(=O)N3CCOCC3)n[nH]2)cc1 | 4% | -1% | 0.1% | -15% | 0%
Cc1occc1C(=O)N1CCCC(N2CCN(c3ccccc3F)CC2)C1 (stereo not given) | -10% | -10% | 1.8% | -1% | -6%
Cc1ccc(-c2nc3ncccn3c2Nc2ccc3c(c2)OCCO3)cc1 | 10% | 8% | 6.6% | 2% | -7%
CN(C)C(CNC(=O)c1ccc(S(=O)(=O)NCc2ccco2)cc1)c1ccccc1 (stereo not given) | 4% | 13% | i | 10% | 11% | VEEV TC-83 Vero 10K pilot screen=0.0
O=[N+]([O-])c1cc(C(F)(F)F)ccc1NCCc1ccccn1 | 9% | 14% | 0.9% | 23% | -15%
Following part
SMILES | H1N1 NS1A inhibition | M. tuberculosis HTS | VEEV TC-83 Vero | M. tuberculosis | Salmonella PhoP GFP | others
CCn1c(=S)[nH]c2sc3c(c2c1=O)CCCC3 | -7% | 2% | 0.8% | -21% | -5%
Cc1ccc(S(=O)(=O)N2CCOCC2)cc1C(=O)OCC(=O)c1c(N)n(C)c(=O)n(C)c1=O | 2% | 9% | 0.6% | 6% | nt
CCCOc1ccc(N2CC(C(=O)Nc3ccc4c(c3)OCO4)CC2=O)cc1 (stereo not given) | 2% | -12% | i | 13% | 18%
CC(=O)c1ccc(S(=O)(=O)Nc2ccc(Cl)c(S(=O)(=O)N3CCCC3)c2)cc1 | -18% | -11% | 6.5% | 12% | nt
O=C(Cc1ccc(NC2=NC3CS(=O)(=O)CC3S2)cc1)Nc1ccc(F)cc1 (stereo not given) | 0% | -2% | 1.1% | 12% | 2%
CN(C)/C=C1\C(=O)Oc2ccccc2C1=O | nt | 6% | 5.0% | 41% | 20%
CN1C(=O)CC(N2CCN(C(=O)CN3CCCC3)CC2)C1=O (stereo not given) | -3% | -18% | 1.3% | 8% | 11%
Cc1ccc(NC(=O)COC(=O)c2cc(C)nc3ccccc23)c([N+](=O)[O-])c1 | -3% | -4% | 0.3% | -23% | -6%
CC1(C(=O)N/N=C/c2c(F)c(F)c(F)c(F)c2F)CC1(Cl)Cl (stereo not given) | -4% | -8% | 7.7% | -4% | -5%
Nc1nonc1-n1nnc(C(=O)N/N=C\c2cccc(Cl)c2)c1CN1CCOCC1 | 8% | -2% | 0.5% | 7% | -7%
COc1ccc(-c2nc(CSCC(=O)NCc3ccco3)c(C)o2)cc1 | -1% | -3% | i | 12% | -7%
Cc1cccc(NC(=O)c2nc[nH]c2C(=O)N[C@@H](Cc2ccccc2)C(=O)OC(C)(C)C)c1 | -2% | ? | 4.8% | 29% | 2%
CCNC(=S)N1CCNC(=O)C1CC(=O)OC (stereo not given) | 4% | 9% | i | -11% | 0%
Cc1occc1C(=O)NNC(=O)Nc1ccc(Cl)c(Cl)c1 | -4% | 0% | 0.7% | -14% | -6%
CC(C)(C)OC(=O)N[C@@H](C(=O)OC(C)(C)C)c1ccc(C(F)(F)F)cc1 | 15% | 3% | i | -5% | nt

A portion from the list above, as a working copy:
SMILES | H1N1 NS1A inhibition | M. tuberculosis HTS | VEEV TC-83 Vero | M. tuberculosis | Salmonella PhoP GFP | others
O=[N+]([O-])c1cc(C(F)(F)F)ccc1NCCc1ccccn1 | 9% | 14% | 0.9% | 23% | -15%
CCn1c(=S)[nH]c2sc3c(c2c1=O)CCCC3 | -7% | 2% | 0.8% | -21% | -5%
Cc1ccc(S(=O)(=O)N2CCOCC2)cc1C(=O)OCC(=O)c1c(N)n(C)c(=O)n(C)c1=O | 2% | 9% | 0.6% | 6% | nt
CCCOc1ccc(N2CC(C(=O)Nc3ccc4c(c3)OCO4)CC2=O)cc1 (stereo not given) | 2% | -12% | i | 13% | 18%
CC(=O)c1ccc(S(=O)(=O)Nc2ccc(Cl)c(S(=O)(=O)N3CCCC3)c2)cc1 | -18% | -11% | 6.5% | 12% | nt
O=C(Cc1ccc(NC2=NC3CS(=O)(=O)CC3S2)cc1)Nc1ccc(F)cc1 (stereo not given) | 0% | -2% | 1.1% | 12% | 2%
CN(C)/C=C1\C(=O)Oc2ccccc2C1=O | nt | 6% | 5.0% | 41% | 20%
CN1C(=O)CC(N2CCN(C(=O)CN3CCCC3)CC2)C1=O (stereo not given) | -3% | -18% | 1.3% | 8% | 11%
Cc1ccc(NC(=O)COC(=O)c2cc(C)nc3ccccc23)c([N+](=O)[O-])c1 | -3% | -4% | 0.3% | -23% | -6%
CC1(C(=O)N/N=C/c2c(F)c(F)c(F)c(F)c2F)CC1(Cl)Cl (stereo not given) | -4% | -8% | 7.7% | -4% | -5%
Nc1nonc1-n1nnc(C(=O)N/N=C\c2cccc(Cl)c2)c1CN1CCOCC1 | 8% | -2% | 0.5% | 7% | -7%
COc1ccc(-c2nc(CSCC(=O)NCc3ccco3)c(C)o2)cc1 | -1% | -3% | i | 12% | -7%
Cc1cccc(NC(=O)c2nc[nH]c2C(=O)N[C@@H](Cc2ccccc2)C(=O)OC(C)(C)C)c1 | -2% | ? | 4.8% | 29% | 2%

Bioassay records as filed in PubChem.
